Tb PYK inh – inhibitors of Trypanosoma brucei pyruvate kinase; 0.12% of 410,000 active; Potency, µM (titrated, usually from 76.8 µM), for the others: top-dose activity, negative = inhibition, hits mostly inhibitors; Q57TT1; TbPYK enzyme, Kinase-Glo Plus ATP luminescence, 45 min; further: potency means the concentration at half of the fitted maximal effect; nearly all actives have a fitted effect of over 50% in size
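ADP (130 uM final) triggers the TbPYK reaction after compound addition; incubation is 45 min at room temperature. Kinase-Glo Plus is then added and luminescence imaged. Normalized data are fitted to concentration-effect curves.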
AmpC detergent – blocks E. coli AmpC beta-lactamase in detergent assay. P00811. AmpC hydrolysis of nitrocefin, absorbance 480 nm, 0.01% Triton. Potency, µM (doses to about 114 µM), without a hit: top-dose activity change, negative = inhibition, hits mostly inhibitors. 0.041% of 370,000 active;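 further: potency means the concentration at half of the fitted maximal effect; 0% = no-compound wells and -100% = no-enzyme wells; nearly all actives have a fitted effect of over 25% in size; some results filed as inactive show a strong effect at the top dose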
Target sequence (P00811 whole entry, looked up): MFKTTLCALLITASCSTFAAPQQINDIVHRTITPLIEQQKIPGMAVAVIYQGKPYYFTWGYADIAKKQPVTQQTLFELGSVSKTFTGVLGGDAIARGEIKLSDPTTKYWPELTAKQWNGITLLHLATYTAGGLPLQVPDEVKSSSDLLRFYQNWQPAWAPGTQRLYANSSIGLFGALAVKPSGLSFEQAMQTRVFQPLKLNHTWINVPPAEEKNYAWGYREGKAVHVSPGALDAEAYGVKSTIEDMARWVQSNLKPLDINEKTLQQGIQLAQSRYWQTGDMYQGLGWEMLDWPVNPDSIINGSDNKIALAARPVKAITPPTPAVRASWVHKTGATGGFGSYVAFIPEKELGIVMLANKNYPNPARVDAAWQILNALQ
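AmpC (5.3 nM in the dispensed reagent) in 20 mM phosphate pH 7.0 with 0.01% (detergent screen) or 0.0001% Triton X-100 was preincubated with compounds for 15 min at room temperature. Nitrocefin was then added from an 800 uM solution, and hydrolysis was followed at 480 nm.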
LmPK inh – blocks Leishmania mexicana pyruvate kinase activity; 0.37% of 290,000 active; Potency, µM (highest dose often 57.5 µM), for inactives: at the top dose activity change, negative = inhibition, most hits filed as inhibitors; purified LmPK, Kinase-Glo ATP luminescence, 1 h; Q27686; further: potency means the concentration at half of the fitted maximal effect
Target sequence (Q27686 whole entry, looked up): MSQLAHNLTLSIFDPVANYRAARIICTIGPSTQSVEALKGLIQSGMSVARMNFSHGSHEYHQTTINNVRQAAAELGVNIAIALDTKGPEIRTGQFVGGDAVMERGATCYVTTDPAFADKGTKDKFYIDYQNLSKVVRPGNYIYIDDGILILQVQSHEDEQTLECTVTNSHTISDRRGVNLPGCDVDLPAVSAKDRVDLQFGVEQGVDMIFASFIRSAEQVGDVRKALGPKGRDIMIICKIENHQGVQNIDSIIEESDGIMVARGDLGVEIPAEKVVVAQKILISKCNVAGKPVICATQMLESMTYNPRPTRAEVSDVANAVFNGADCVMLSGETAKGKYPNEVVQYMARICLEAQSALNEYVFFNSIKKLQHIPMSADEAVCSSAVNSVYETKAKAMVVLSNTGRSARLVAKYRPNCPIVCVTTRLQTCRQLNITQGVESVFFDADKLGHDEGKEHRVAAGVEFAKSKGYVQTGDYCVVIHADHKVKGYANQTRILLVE
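0.1 nM LmPK, 0.5 mM PEP, 0.1 mM ADP; 50 mM imidazole pH 7.2, 7 mM MgCl2, 50 mM KCl; 1 h RT. Kinase-Glo luminescence readout, normalized to no-enzyme (full inhibition) and uninhibited wells.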
HCV inh – inhibitors of hepatitis C virus infection. Huh7.5.1 HCVcc-Cre infection, luciferase reporter, 44 h. Potency, µM (highest dose often 41.8 µM), for the others: top-dose activity change, negative = inhibition, usual class: inhibitors. 3.4% of 340,000 active; further: potency means the concentration at half of the fitted maximal effect
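Whole-lifecycle infectious HCVcc-Cre system; cells 1,000/well, compound then virus (~0.5 moi) added 4 h after plating, 44 h culture. Luciferase read 15 sec following 15 min substrate incubation, room temp.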
AMA1 RON2 block – AMA1-RON2 (P. falciparum) interaction inhibition; AlphaScreen AMA1-biotinylated RON2 peptide binding; Potency, µM (highest dose often 58.2 µM), for inactives: at the highest dose activity change, negative = inhibition, most hits filed as inhibitors; 0.2% of 360,000 active;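 further: potency means the concentration at half of the fitted maximal effect; 0% = vehicle wells and -100% = peptide control; nearly all actives have a fitted effect of over 45% in size; some results filed as inactive show a strong effect at the top dose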
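AMA1 (3D7) with his tag at 25 nM final met compounds first, then biotinylated RON2 peptide at 25 nM; detection used donor plus acceptor beads, 10 µg/mL apiece, read by AlphaScreen after 30 min at room temperature.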
HCMV inh – human cytomegalovirus inhibition. HFF cells, HCMV-luciferase reporter, 72 h; hits give low values. activity change, negative = inhibition, % at 57.5 µM. 4.5% of 410,000 active; in the data active means activity change below about -60%; inconclusive means no clear call, values can overlap the other calls; inactive means above about -39%
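Cell-based, HFFs, 1000 cells/well, 16 h 37C; cpds in DMSO + HCMV-luc, MOI 1 PFU/cell; 72 h 37C; OneGlo luminescence after 5 min RT; norm. to buffer vs Salinomycin 10uM.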
AmpC no deterg – blocks E. coli AmpC beta-lactamase in detergent-free assay. P00811. AmpC nitrocefin hydrolysis, absorbance 480 nm, 0.0001% Triton. Potency, µM (highest dose often 57.1 µM), inactives show at the top dose activity change, negative = inhibition, hits mostly inhibitors. 0.52% of 330,000 active. AID 485341;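 further: potency means the concentration at half of the fitted maximal effect; plate controls were no compound for no effect and no enzyme for full effect; nearly all actives have a fitted effect of over 20% in size; some results filed as inactive show a strong effect at the top dose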
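AmpC (5.3 nM in the dispensed reagent) in 20 mM phosphate pH 7.0 with 0.01% (detergent screen) or 0.0001% Triton X-100 was preincubated with compounds for 15 min at room temperature. Nitrocefin was then added from an 800 uM solution, and hydrolysis was followed at 480 nm.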
Active calls of the source: *; & = joins results of further samples; [ ] = another dose, or the depositor's remark. Unless noted, the call rests on the fitted dose curve; in most records, active means well fitted curve in the direction sought with a large enough effect; inconclusive means small, poorly fitted or top-dose-only effect, or another doubt; inactive means no such curve, though single readings can be large; an effect the other way counts as inactive or inconclusive. Unless noted, on the % scale 0 is the no-effect control and ±100 the full control effect.

Screening Cc1cc(C)c(C(=O)/C=C/c2ccc(C(C)C)cc2)c(=O)[nH]1 returned Tb PYK inh 1%, AmpC detergent 0%, LmPK inh -2%, HCV inh -10%, AMA1 RON2 block 3%, HCMV inh -103* and AmpC no deterg -19%.
CN(C)S(=O)(=O)c1ccc(C(=O)NCCSc2ccc(Br)cc2)cc1 was read as Tb PYK inh 2%, AmpC detergent 1%, LmPK inh 0%, HCV inh 22µM*, AMA1 RON2 block -11%, HCMV inh 3 and AmpC no deterg -37%.
`O=C(Cc1ccccc1)NCCS(=O)(=O)N1CCN(c2cccc(Cl)c2)CC1` gave Tb PYK inh -25%, AmpC detergent 1%, HCV inh -3%, AMA1 RON2 block 0%, HCMV inh -23 and AmpC no deterg -4%.
Screening COc1ccc(N=C2NC(=O)/C(=C/C=C/c3ccccc3)S2)cc1 returned Tb PYK inh 1%, AmpC detergent 3%, LmPK inh -4%, HCV inh inconclusive, AMA1 RON2 block 28%, HCMV inh -40 and AmpC no deterg -16%.
CCCCN(C(=O)c1ccc(N2CCCC2=O)cc1)c1c(N)n(CCCC)c(=O)[nH]c1=O was read as Tb PYK inh 0%, AmpC detergent inconclusive, HCV inh -6%, AMA1 RON2 block 8%, HCMV inh -3 and AmpC no deterg -8%.
Cc1ccccc1C(=O)NNC(=O)c1ccc(Br)cc1 was read as Tb PYK inh 4%, AmpC detergent inconclusive, LmPK inh 5%, HCV inh inconclusive, AMA1 RON2 block 33%[activator], HCMV inh 11 and AmpC no deterg -12%.
For COc1cccc2c1OC1(C)CC2NC(=O)N1c1cccc(C(=O)N2CCN(c3ccccn3)CC2)c1 (configuration not stated) the results were Tb PYK inh -3%, AmpC detergent -2%, LmPK inh 0%, HCV inh 19%, AMA1 RON2 block 4% and HCMV inh -21.
For COC(=O)c1cccc(-n2nnnc2SCC(=O)Nc2cc(C)on2)c1 the results were Tb PYK inh -6%, AmpC detergent -9%, LmPK inh 1%, HCV inh 8%, AMA1 RON2 block 1%, HCMV inh -91* and AmpC no deterg -28%.
CC(=O)c1cccc(NC(=O)CN2C(=O)NC(C)(c3ccc4c(c3)OCCCO4)C2=O)c1 (configuration not stated) was read as Tb PYK inh 4%, AmpC detergent -10%, HCV inh -20%, AMA1 RON2 block 10%, HCMV inh -5 and AmpC no deterg -3%.
For N#CCCN(C(=O)CSc1nc2ccccc2c(=O)[nH]1)c1ccc(F)cc1 the results were Tb PYK inh -10%, HCV inh -8%, AMA1 RON2 block 2%, HCMV inh 1 and AmpC no deterg -6%.
For NCCCC[C@H]1CNC(=O)C(=O)N1CCc1cc(C(F)(F)F)cc(C(F)(F)F)c1 the results were Tb PYK inh -3%, AmpC detergent -6%, LmPK inh -2%, HCV inh 32%[activator], AMA1 RON2 block 22%, HCMV inh -7 and AmpC no deterg 25%.
For C/C(=N\NC(=O)c1ccncc1)c1c(O)[nH]c(=O)[nH]c1=O the results were Tb PYK inh -21%, HCV inh 13%, AMA1 RON2 block 125%[activator] and HCMV inh 17.
For CCOC(=O)C1=NN(c2ccccc2)C2C(=O)N(c3ccccc3OC)C(=O)C12 (configuration not stated) the results were Tb PYK inh -8%, AmpC detergent 4%, LmPK inh 2%, HCV inh 6%, AMA1 RON2 block 2%, HCMV inh 42 and AmpC no deterg 36%.
For CC(=O)NCCCCCCNC(C)=O the results were Tb PYK inh 3%, AmpC detergent inconclusive, LmPK inh 8%&0%, HCV inh 7%[8.37 µM], AMA1 RON2 block -4%, HCMV inh 21 and AmpC no deterg -17%&-12%.
`CCc1noc(C)c1C(=O)N(CCOC)c1c(N)n(CC(C)C)c(=O)[nH]c1=O` gave Tb PYK inh -3%, AmpC detergent -1%, LmPK inh -8%, HCV inh 8%, AMA1 RON2 block -4%, HCMV inh 12 and AmpC no deterg -21%.
O=C(c1ccccc1)N1CCOC(O)(c2ccccc2)C1c1ccccc1 (configuration not stated) was read as Tb PYK inh -58%, HCV inh -18%, AMA1 RON2 block -3% and HCMV inh -61*.
`CCOC(=O)C1=C(N)n2c(s/c(=C/c3ccco3)c2=O)=C(C(=O)OC)C1c1ccco1` (configuration not stated) gave Tb PYK inh 11%, AmpC detergent -11%, LmPK inh 7%, HCV inh -29%, AMA1 RON2 block -23%, HCMV inh -15 and AmpC no deterg -31%.
For CNC(=O)NC(=O)C(c1ccccc1)N(C)CC1COc2ccccc2O1 (configuration not stated) the results were Tb PYK inh -1%, AmpC detergent -9%, LmPK inh 1%, HCV inh 6%, AMA1 RON2 block -8%, HCMV inh -13 and AmpC no deterg 31%.
For COc1ccc(C2=Nn3c(nnc3-c3ccccc3Cl)SC2)cc1OCC1CC1 the results were Tb PYK inh -2%, HCMV inh -66* and AmpC no deterg 2%.
For CC(=Nc1ccc(C)cc1)c1sc2ccccc2c1O the results were Tb PYK inh -3%, AmpC detergent 1%, LmPK inh -26%, HCV inh 13µM*, AMA1 RON2 block 11%, HCMV inh 11 and AmpC no deterg 7.9µM*.
CC1(C)CC(=O)C(Sc2nnc(-c3ccc(NS(C)(=O)=O)cc3)n2Cc2ccco2)C(=O)C1 was read as Tb PYK inh 6%, AmpC detergent inconclusive, LmPK inh -2%, HCV inh 1%, AMA1 RON2 block -5%, HCMV inh -10 and AmpC no deterg -17%.
For Nc1nc(F)nc2c1ncn2[C@@H]1O[C@H](CO)[C@@H](O)[C@@H]1O the results were Tb PYK inh 1%, AmpC detergent inconclusive, LmPK inh -1%, HCV inh 3%, AMA1 RON2 block 12% and AmpC no deterg -32%.
For O=C(CCSCc1ccc(Cl)cc1)NCc1ccco1 the results were Tb PYK inh -22%, AmpC detergent -4%, LmPK inh -2%, HCV inh 22%, AMA1 RON2 block -5%, HCMV inh -12 and AmpC no deterg -19%.
For O=C(Cc1ccc([N+](=O)[O-])cc1)N1CCc2ccccc2C1 the results were Tb PYK inh -1%, AmpC detergent -5%, LmPK inh -1%, HCV inh 21%, AMA1 RON2 block -22%, HCMV inh -4 and AmpC no deterg -19%.
Cc1ccc(NS(=O)(=O)c2cc(C(=O)N(C)C)ccc2C)cc1C was read as Tb PYK inh 3%, AmpC detergent -10%, LmPK inh 3%, HCV inh -3%, AMA1 RON2 block 1%, HCMV inh -23 and AmpC no deterg 4%.
CC(C)(C)[C@@H]1C=C(C(N)=O)O[C@H](OCc2ccc(CO)cc2)C1 was read as Tb PYK inh 7%, AmpC detergent 2%, LmPK inh 1%, HCV inh inconclusive, AMA1 RON2 block -1%, HCMV inh -8 and AmpC no deterg 23%.
For COCc1cc(C)nc2sc(C(=O)Nc3ccccc3O)c(N)c12 the results were Tb PYK inh 20%, AmpC detergent 20% and HCMV inh -24.
Screening Cc1cnc(CN(C)C(=O)C2CCC(=O)N(CCc3ccc(Cl)cc3)C2)[nH]1 (configuration not stated) returned Tb PYK inh 4%, AMA1 RON2 block -6% and HCMV inh 4.
CC(C)COc1ccc(C(=O)Nc2nnc(S(=O)(=O)N(C)Cc3ccco3)s2)cc1 was read as Tb PYK inh -9%, AmpC detergent 26% and HCMV inh 166.
Cc1cccc(NC(=S)NNC(=O)c2ccc(Br)o2)c1 was read as Tb PYK inh -14%, AmpC detergent inconclusive, LmPK inh 1%, HCV inh 18%, AMA1 RON2 block 38%[activator], HCMV inh -15 and AmpC no deterg -31%.
For O=C(CSc1nnc2ccccn12)NCCc1ccc(F)cc1 the results were Tb PYK inh -2%, AmpC detergent 2%, LmPK inh 6%, HCV inh 19%, AMA1 RON2 block -12%, HCMV inh -34 and AmpC no deterg -8%.
O=C(c1ccc(Cl)cc1)N1CCC2CC1c1cc(-c3ccccc3)ccc12 (configuration not stated) was read as Tb PYK inh 2%, HCV inh 3%[8.37 µM], AMA1 RON2 block 1% and HCMV inh 16.
Screening CCOC(=O)C1(C)NC(c2cccs2)C2C(=O)N(c3ccc(OC)cc3)C(=O)C21 (configuration not stated) returned Tb PYK inh -27%, AmpC detergent 3%, LmPK inh 7%, HCV inh 23%, AMA1 RON2 block -1%, HCMV inh 6 and AmpC no deterg 9%.
`COc1cc(NC(=O)CSc2nccc(C)n2)c(C(=O)O)cc1OC` gave Tb PYK inh 6%, AmpC detergent 7%, LmPK inh -3%, HCV inh 12%, AMA1 RON2 block 3%, HCMV inh -1 and AmpC no deterg -7%.
For COc1ccc(CNC(=O)c2onc(C)c2Cl)cc1 the results were Tb PYK inh 1%, AmpC detergent inconclusive, LmPK inh 4%, HCV inh -4%, AMA1 RON2 block 0%, HCMV inh 6 and AmpC no deterg -8%.
Cc1ccc(-c2onc3ccc(Br)cc23)cc1 was read as Tb PYK inh 6%, AmpC detergent inconclusive, LmPK inh 2%, HCV inh inconclusive, AMA1 RON2 block -9%, HCMV inh 40 and AmpC no deterg -21%.
Cc1ccc(SCc2nc(-c3cccnc3)no2)cc1 was read as Tb PYK inh 1%, AmpC detergent inconclusive, LmPK inh 3%, HCV inh 6%, AMA1 RON2 block 11%, HCMV inh 5 and AmpC no deterg -10%.
`Cc1ccc(C(=O)COC(=O)c2ccc3c(c2)C(=O)N(c2cccc4ncccc24)C3=O)cc1` gave Tb PYK inh 3%, AmpC detergent inconclusive, LmPK inh 0%, HCV inh -8%, AMA1 RON2 block -1%, HCMV inh -94* and AmpC no deterg -16%.
`CCCOc1ccc2oc(=O)c3c(c2c1)CCCN3C(=O)CN1CCN(c2ncccn2)CC1` gave Tb PYK inh 2%, AmpC detergent inconclusive, LmPK inh -3%, HCV inh 12%, AMA1 RON2 block 9%, HCMV inh -18 and AmpC no deterg -5%.

Ordered by molecular weight (lowest first): some entries from above
Cc1ccc(-c2onc3ccc(Br)cc23)cc1 was read as Tb PYK inh 6%, AmpC detergent inconclusive, LmPK inh 2%, HCV inh inconclusive, AMA1 RON2 block -9%, HCMV inh 40 and AmpC no deterg -21%.
Cc1ccc(NS(=O)(=O)c2cc(C(=O)N(C)C)ccc2C)cc1C was read as Tb PYK inh 3%, AmpC detergent -10%, LmPK inh 3%, HCV inh -3%, AMA1 RON2 block 1%, HCMV inh -23 and AmpC no deterg 4%.
Screening Cc1cnc(CN(C)C(=O)C2CCC(=O)N(CCc3ccc(Cl)cc3)C2)[nH]1 (configuration not stated) returned Tb PYK inh 4%, AMA1 RON2 block -6% and HCMV inh 4.

Compound activity from PubChem BioAssay.
